UGM FP inh: inhibitors of M. tuberculosis UDP-galactopyranose mutase. P9WIQ1. purified UGM, fluorescence polarization probe displacement. inhibition, % at 10 µM. hit rate 0.06% among 320,000; in the data active = inhibition above about 10%, passing the limit was not always enough
Rv3671c inh: Rv3671c (M. tuberculosis) protease inhibition. AID 2606. hit rate 0.048% among 320,000. inhibition, % at 5.96 µM. P9WHR9; in the data active = inhibition above about 38%;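 note: extracellular domain of Rv3671c used as enzyme; 0% = enzyme with DMSO and 100% = no enzyme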
Target sequence (P9WHR9 whole entry, looked up, the tested form may be a part): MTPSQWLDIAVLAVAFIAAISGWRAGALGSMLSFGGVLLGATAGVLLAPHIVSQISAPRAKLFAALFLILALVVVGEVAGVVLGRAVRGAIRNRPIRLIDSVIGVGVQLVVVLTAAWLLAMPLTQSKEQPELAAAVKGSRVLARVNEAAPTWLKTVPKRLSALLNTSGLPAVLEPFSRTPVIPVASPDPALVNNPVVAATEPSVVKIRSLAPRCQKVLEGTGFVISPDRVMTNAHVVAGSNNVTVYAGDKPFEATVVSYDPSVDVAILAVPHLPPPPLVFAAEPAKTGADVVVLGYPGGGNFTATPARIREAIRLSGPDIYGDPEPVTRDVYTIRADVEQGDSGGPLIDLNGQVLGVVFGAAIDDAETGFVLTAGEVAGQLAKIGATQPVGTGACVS
BH1578 lux ind: induces V. cholerae light production without autoinducers | V. cholerae BH1578 lux reporter, luminescence, 6 h | activation, % at 18.7 µM | hit rate 0.16% among 350,000; in the data active = activation mostly above about 9.7%, no sharp cut-off; note: not every result past the cut was called active; inactives centre near 0; reference of the scale not given here
SSB-PriA inh: blocks PriA binding to SSB C-terminal tail. inhibition, % at 33 µM. hit rate 0.6% among 430,000. AlphaScreen SSBct-PriA binding, biotinylated peptide; in the data active = inhibition mostly above about 37%, no sharp cut-off; inactive = mostly below about 20%;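 note: plate controls were negative control peptide for no effect and reference peptide for full effect; strong numbers were not always called active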
BioA inh: blocks M. tuberculosis BioA enzyme activity | purified M. tuberculosis BioA enzyme, plate reader | inhibition, % at 9.99 µM | hit rate 0.096% among 360,000 | AID 602481; in the data active = inhibition above about 40%
GDH-TPI inh: inhibits GDH-TPI coupling enzymes, artifact for Mtb FBA screen; GDH-TPI coupled enzyme counterscreen, NADH absorbance; inhibition, % at 4.8 µM; hit rate 1.2% among 360,000; AID 588335; in the data active = inhibition above about 30%;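 note: 0% = DMSO wells and 100% = wells lacking the enzyme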
DUSP3 inh: DUSP3 (human) phosphatase inhibition. recombinant VHR phosphatase, pNPP absorbance. inhibition, % at 13.3 µM. hit rate 0.52% among 290,000; in the data active = inhibition above about 50%; note: some compounds called inactive have numbers as strong as hits
MazEF act: MazEF (E. coli) toxin RNase activation; FAM/BHQ RNA-DNA oligo cleavage fluorescence, 5 h; activation, % at 20 µM; hit rate 0.32% among 350,000; AID 504720; in the data active = activation above about 50%
Target sequence (P0AE70 whole entry, looked up): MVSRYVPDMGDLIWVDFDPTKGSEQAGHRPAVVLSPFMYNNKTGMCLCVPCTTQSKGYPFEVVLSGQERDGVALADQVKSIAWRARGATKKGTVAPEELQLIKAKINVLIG
SARS 3CLpro inh: SARS-CoV 3CLpro protease inhibition. P0C6X7. recombinant SARS-CoV 3CLpro, quenched FRET peptide cleavage. inhibition, % at 6 µM. hit rate 0.14% among 290,000; in the data active = inhibition above about 12%
FBA Mtb inh: Mtb fructose-bisphosphate aldolase inhibition; purified M. tuberculosis FBA, fluorescence read-out; inhibition, % at 1 µM; hit rate 2.3% among 360,000; AID 588726; in the data active = inhibition above about 27%;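 note: 0% = vehicle and 100% = reference inhibitor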
Target sequence (P9WQA3 whole entry, looked up): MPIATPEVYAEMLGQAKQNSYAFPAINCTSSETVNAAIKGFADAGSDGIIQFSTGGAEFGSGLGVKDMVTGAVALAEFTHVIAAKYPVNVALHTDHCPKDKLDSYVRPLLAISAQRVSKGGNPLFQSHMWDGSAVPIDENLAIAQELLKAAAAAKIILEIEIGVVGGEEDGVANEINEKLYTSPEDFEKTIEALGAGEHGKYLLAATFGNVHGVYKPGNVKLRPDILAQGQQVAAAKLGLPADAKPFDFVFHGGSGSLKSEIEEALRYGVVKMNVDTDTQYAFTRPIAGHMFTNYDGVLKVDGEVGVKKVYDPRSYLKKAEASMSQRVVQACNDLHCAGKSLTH
* marks the source's active call; other numbers are inactive results; i = inactive; . = not tested or not shown.

SMILES | UGM FP inh | Rv3671c inh | BH1578 lux ind | SSB-PriA inh | BioA inh | GDH-TPI inh | DUSP3 inh | MazEF act | SARS 3CLpro inh | FBA Mtb inh
CCOc1ccc(N(C)S(=O)(=O)c2ccc3[nH]cc(C(=O)NCCOC)c(=O)c3c2)cc1 | -0.2 | -13 | i | -10 | -0.3 | 0 | -11 | 6 | -1 | 0
CC(=O)Oc1ccc(CN2C(=O)C(CCc3ccccc3)ON=C2c2cnccn2)cc1 (configuration not stated) | . | . | i | . | -0.5 | 7 | . | . | . | -1
O=C(Oc1c(Br)cc([N+](=O)[O-])cc1Br)c1cccnc1 | 4.2 | -1 | i | -5 | . | 7 | -5 | 6 | 4 | -9
Cc1ccc(O)c(NC(=O)C2CCCCC2)c1 | -0.2 | -7 | -2.1 | -9 | . | 3 | 37 | 0 | 3 | 2
COc1cc(/C=N/NS(=O)(=O)c2ccc(C(C)(C)C)cc2)cc([N+](=O)[O-])c1O | -1.0 | 1 | 1.2 | . | . | 12 | 13 | -2 | 1 | -7
CCOCCCNC(=S)N1CCC(C(=O)c2ccc(C)cc2)CC1 | 0.5 | 10 | i | -21 | 1.2 | 10 | 0 | -24 | -1 | -2
Cc1cc(C)cc(Cn2c3ccc(NC(=O)NCCc4cccs4)cc3c(=O)n2C)c1 | . | . | 0.3 | . | 1.4 | 4 | . | . | . | 171*
O=C(C1=C[C@@H](C2CCCCC2)C[C@@H](OCc2ccc(CO)cc2)O1)N1CCN(Cc2ccc3c(c2)OCO3)CC1 | -2.4 | -1 | -2.2 | -9 | -1.6 | 4 | 16 | 1 | -7 | 0
CCOc1cccc(/C=N/N2C(C)CCCC2C)c1O (configuration not stated) | 0.5 | -10 | -1.2 | . | -0.4 | 12 | 35 | -1 | -6 | 4
CCn1c(C(C)NC(=O)c2ccc(Cl)cc2)n[nH]c1=S (configuration not stated) | 1.1 | 4 | 2.9 | 0 | 0.5 | -3 | 4 | 9 | 1 | 40*
CCOC(=O)c1c(NC2=NS(=O)(=O)c3ccccc32)sc2c1CCC(C)C2 (configuration not stated) | 0.5 | 4 | -0.2 | -12 | . | 1 | 8 | 5 | 5 | 3
Cc1nn(-c2cc(N3CCCCCC3)ccc2[N+](=O)[O-])c(=O)c2ccccc12 | 0.2 | -4 | 0.3 | -4 | 0.1 | -1 | 21 | 2 | -2 | -13
O=C(O)c1ccc(N=Cc2nc(-c3ccco3)oc2O)cc1 | -2.9 | 4 | 0.1 | -10 | . | 8 | -3 | -4 | 5 | -1
COc1ccc(NC(=O)CN2CCN(C(=O)N3CCOCC3)CC2)cc1 | 1.1 | -5 | -0.3 | -23 | -1.5 | 2 | -10 | 12 | -2 | -2
CCc1ccc(-n2c(=O)c3c(C)c(C(=O)N(C)C)sc3n(CC(=O)NCc3ccco3)c2=O)cc1 | 0.8 | -8 | -0.5 | 0 | -3.4 | 8 | 4 | 8 | -3 | 2
O=C(NCc1ccc2c(c1)OCO2)c1ccco1 | 1.0 | -3 | -0.3 | -4 | . | 0 | 8 | -13 | -4 | -3
COc1ccc(-n2cc(-c3ccccc3)[n+]3c2CCCCC3)cc1 | -4.3 | 3 | -0.4 | -3 | . | -2 | 3 | 5 | 6 | 0
COc1cc(OC)c(OC)cc1CNCCc1cccc(F)c1 | -0.8 | -4 | -1.8 | -4 | 0.1 | -3 | 6 | 8 | -1 | 10
COc1ccc2c(c1)[C@H]1[C@H](CO2)[C@H](c2ccccc2)[C@]2(C)C(=O)N[C@H](C)C(=O)N12 | -1.7 | 5 | 6.7 | 0 | -0.2 | 1 | . | 9 | . | 2
O=C1CC(c2ccco2)CC(O)=C1C=Nc1cc(Cl)cc(Cl)c1 (configuration not stated) | 1.8 | -1 | i | -9 | . | 9 | 19 | -12 | 3 | -8
Cc1ccc([N+](=O)[O-])cc1S(=O)(=O)Nc1cccc(-c2ccc(N3CCOCC3)nn2)c1 | 1.1 | -5 | i | 0 | 1.6 | -2 | . | 0 | . | -2
CCn1c(SCC(=O)Nc2sc3c(c2C#N)CCCC3)nnc1-c1ccco1 | 2.7 | -7 | 0.4 | 14 | -1.8 | 12 | -8 | -2 | 0 | -1
COC(=O)[C@@]12CCCN1[C@H](c1ccc(-c3ccc(OC)cc3)c(OC)c1)[C@H]1C(=O)N(C)C(=O)[C@H]12 | -0.7 | -6 | i | -8 | -1.5 | 2 | . | 4 | . | -1
Cc1cc(C)cc(C(=O)NCC(=O)OCC(=O)N2c3ccccc3NC(=O)C2(C)C)c1 | -0.9 | -4 | i | 0 | -0.5 | -5 | 17 | 1 | 3 | -2
CCc1cc2cccc(C)c2nc1SCC(=O)Nc1cc(C)on1 | -0.3 | -8 | 0.4 | -21 | . | 10 | 16 | 21 | 2 | 4

Shown as a markdown table: two of the compounds above
| mol | UGM FP inh | Rv3671c inh | BH1578 lux ind | SSB-PriA inh | BioA inh | GDH-TPI inh | DUSP3 inh | MazEF act | SARS 3CLpro inh | FBA Mtb inh |
| --- | --- | --- | --- | --- | --- | --- | --- | --- | --- | --- |
| O=C1CC(c2ccco2)CC(O)=C1C=Nc1cc(Cl)cc(Cl)c1 (configuration not stated) | 1.8 | -1 | i | -9 | . | 9 | 19 | -12 | 3 | -8 |
| Cc1ccc([N+](=O)[O-])cc1S(=O)(=O)Nc1cccc(-c2ccc(N3CCOCC3)nn2)c1 | 1.1 | -5 | i | 0 | 1.6 | -2 | . | 0 | . | -2 |

Remaining list, next part
SMILES | UGM FP inh | Rv3671c inh | BH1578 lux ind | SSB-PriA inh | BioA inh | GDH-TPI inh | DUSP3 inh | MazEF act | SARS 3CLpro inh | FBA Mtb inh
CC(C)C1CC(c2ccccc2)(C(CN)CO)CCO1 (configuration not stated) | 0.7 | 7 | 0.3 | -6 | . | 1 | 29 | 1 | 0 | 0
COc1ccc(-c2nnc(SCc3c(C)noc3C)n2N)cc1OC | -3.3 | -4 | 1.8 | -11 | -1.4 | -6 | 5 | 0 | 2 | 1
O=c1[nH]nnc2c1sc1nc(N3CCOCC3)c3c(c12)CCCC3 | 1.2 | -6 | -0.3 | -6 | 4.6 | 6 | . | 5 | . | 4
COc1ccc(Cl)cc1N(C(C)=O)c1nc(C)cc(C)c1C#N | -3.3 | 5 | -0.8 | -2 | -1.3 | 7 | -20 | 9 | 0 | -2
CC(C)CCn1c(=O)c(C(=O)NCc2ccco2)c(O)c2ccccc21 | 0.4 | -16 | i | -7 | -1.9 | 3 | 4 | 4 | -1 | 3
CN(Cc1c(C(=O)N/N=C/c2ccccc2)nnn1-c1nonc1N)c1ccccc1 | 2.1 | -5 | -0.2 | . | 3.3 | 2 | -13 | 10 | 12 | -2
Cc1cc(C)nc(NN2C(=O)/C(=C/c3ccccc3)SC2=S)n1 | -0.8 | -8 | -1.0 | -15 | -1.7 | 34* | 8 | 9 | -6 | 1
COC(=O)/C=C/c1ccc(-n2ccnc2)cc1 | -0.6 | -1 | 0.8 | -5 | . | -4 | -11 | 3 | 8 | 2
CCCCNC(=O)c1cc2c(=O)n3cccc(C)c3nc2s1 | -0.8 | 4 | -0.4 | -6 | -0.7 | 24 | 13 | 6 | -3 | 74*
O=C1CCCN2N=C(SCC(=O)Nc3ccc(Br)cc3)SC2=N1 | 1.0 | -15 | i | -12 | -2.2 | -3 | -7 | 6 | -2 | 1
Cn1c(-c2nnn(-c3ccc(F)cc3)n2)cc2ccccc21 | -2.8 | -6 | . | . | . | . | 10 | . | -5 | .
Cc1ccc(NC(=O)C2CCN(S(=O)(=O)c3cc([N+](=O)[O-])ccc3Cl)CC2)nc1 | -0.4 | -3 | i | 6 | 0.4 | 1 | . | 5 | . | -1
CCCCc1nc2ccccc2[nH]1 | 0.0 | 6 | -0.3 | -9 | . | -3 | 24 | 0 | 1 | 1
Cn1cnnc1SCC(=O)Nc1ccccc1F | 2.0 | 4 | -0.1 | -10 | 0.1 | -2 | 9 | 5 | -2 | 0
COc1ccc(-c2nc(-c3ccc(C(=O)O)cc3)no2)cc1 | 2.3 | -1 | -11 | 10 | -1.5 | 6 | . | 0 | . | 0
O=C(/C=C/c1ccc([N+](=O)[O-])cc1)NCc1ccco1 | 1.8 | 0 | i | 7 | -1.2 | 12 | 10 | 7 | 2 | -2
CN(CCO)c1nc(N)c(C#N)c(CC#N)c1C#N | 2.0 | -10 | i | 0 | 2.2 | 34* | 13 | -4 | 0 | 1
CSc1ncccc1C(=O)OCC(=O)N1CC2(C)CC1CC(C)(C)C2 (configuration not stated) | . | 6 | 2.9 | -7 | 0.0 | 1 | . | 4 | . | -1
CCOc1ccc(NC(=O)C/C(C)=N/NC(=O)COc2ccc(Br)cc2C)cc1 | 1.6 | -2 | -9.4 | . | -1.7 | 6 | 13 | 0 | 0 | -4
CCS(=O)(=O)c1ccc(O)c(NC(=O)Nc2cccc3ccccc23)c1 | 1.8 | 6 | i | 3 | -0.3 | 9 | 0 | 8 | 7 | 1
COC(=O)[C@]1(Cc2ccccc2)N[C@H](CN(C)C(=O)Nc2ccc(F)cc2)[C@@H]2C(=O)N(C)C(=O)[C@@H]21 | -1.2 | 4 | -0.1 | -4 | 1.8 | 5 | . | -17 | . | -2
Cc1cc(C(F)F)n2nc(C(=O)Nc3ccc(S(=O)(=O)N4CCCCCC4)cc3)nc2n1 | 0.7 | -4 | i | -10 | 9.1 | 4 | . | 7 | 2 | 2
COc1ccc(C(C(=O)NC(C)(C)C)N(C(=O)CCC(=O)Nc2cc(C)on2)c2ccccc2F)cc1 (configuration not stated) | 0.1 | 2 | -0.4 | 1 | 0.6 | -1 | 12 | 5 | -4 | 0
CCC(c1nnnn1CCc1ccccc1)N1CCN(c2ccc(OC)cc2)CC1 (configuration not stated) | -0.1 | 4 | i | 4 | -0.8 | -17 | 29 | -3 | 0 | -16
CCOc1ccc(CCNC(=O)CS(=O)(=O)Cc2nc(-c3ccc(OC)cc3)oc2C)cc1 | 2.2 | 5 | -0.2 | 7 | -2.8 | 11 | 9 | -13 | -2 | 1
CCS(=O)(=O)n1nc(-c2ccccc2)nc1NCc1ccco1 | -6.1 | -2 | -0.4 | -5 | . | 4 | 22 | 4 | -7 | 2
CCOC(=O)C1(C)CCCN(C(=O)c2c(-c3ccccc3)noc2C)C1 (configuration not stated) | . | . | -0.3 | . | -0.8 | -4 | . | . | . | -1
CCOc1ncccc1C(=O)Nc1cc(S(=O)(=O)N(CC)CC)ccc1N1CCOCC1 | 0.6 | 4 | i | -1 | -0.2 | 8 | . | 7 | . | 2

Complete entries from above. Screens in order: UGM FP inh | Rv3671c inh | BH1578 lux ind | SSB-PriA inh | BioA inh | GDH-TPI inh | DUSP3 inh | MazEF act | SARS 3CLpro inh | FBA Mtb inh
Profile of CC(C)CCn1c(=O)c(C(=O)NCc2ccco2)c(O)c2ccccc21 : 0.4 | -16 | i | -7 | -1.9 | 3 | 4 | 4 | -1 | 3
Profile of COc1ccc(Cl)cc1N(C(C)=O)c1nc(C)cc(C)c1C#N : -3.3 | 5 | -0.8 | -2 | -1.3 | 7 | -20 | 9 | 0 | -2
Profile of CC(C)C1CC(c2ccccc2)(C(CN)CO)CCO1 (configuration not stated) : 0.7 | 7 | 0.3 | -6 | . | 1 | 29 | 1 | 0 | 0

Source: PubChem

A portion of the library; rates above refer to the full screens.
